Assay outcomes as filed in PubChem BioAssay.
M18AAP inhibitor: blocks P. falciparum M18 aspartyl aminopeptidase; AID 1822; inhibition, % at 7.35 µM; actives 1.2% (n = 290,000); recombinant PfM18AAP, H-Glu-NHMec fluorogenic cleavage;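 active = inhibition above the campaign mean inhibition over all tested compounds plus 3 SD, cut at about 28% in these data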;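 note: 0% = plate median of test compound wells and 100% = 2 mM ZnCl2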
OXTR ag: activates the human oxytocin receptor; actives 0.32% (n = 320,000); activation, % at 3 µM; CHO-OTR cells, Fluo-8 calcium fluorescence; normalized: DMSO 0%, oxytocin 100%; P30559; AID 2435;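 active = activation above the mean of all tested compounds plus 3 SD, cutoff set per screening run, cut at about 20% in these data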;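 note: peak over basal fluorescence ratio from a 100 s FLIPR kinetic read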
Target sequence (P30559 whole entry, looked up): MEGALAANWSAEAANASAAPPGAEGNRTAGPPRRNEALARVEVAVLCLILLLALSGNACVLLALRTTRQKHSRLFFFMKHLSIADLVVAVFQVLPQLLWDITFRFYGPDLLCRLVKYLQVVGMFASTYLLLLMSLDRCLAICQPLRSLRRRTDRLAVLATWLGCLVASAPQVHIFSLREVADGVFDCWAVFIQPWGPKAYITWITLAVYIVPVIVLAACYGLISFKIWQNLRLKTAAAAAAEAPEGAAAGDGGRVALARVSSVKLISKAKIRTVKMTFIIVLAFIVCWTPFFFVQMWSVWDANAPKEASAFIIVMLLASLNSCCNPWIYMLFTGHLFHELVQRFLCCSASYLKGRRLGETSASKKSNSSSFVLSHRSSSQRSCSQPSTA
V1R ag counter: counter-screen for oxytocin receptor agonists: human V1a receptor agonists; P37288; CHO-V1R cells, Fluo-8 calcium fluorescence, agonist mode; 0% DMSO, 100% 3 nM vasopressin; activation, % at 3 µM; actives 0.25% (n = 320,000);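 active = activation above the mean activation of all tested compounds plus 3 SD, per screening run, cut at about 20% in these data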;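 note: signal is peak over basal fluorescence ratio across a 100 second FLIPR read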
GalR3 antagonist: antagonists of human GalR3; O60755; HEK293 GalR3-CNG cAMP membrane potential fluorescence; galR3 body fused to GalR1 C-terminus; inhibition, % at 3 µM; actives 0.44% (n = 360,000);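 active = inhibition above the screen-wide average plus 3 SD, cut at about 13% in these data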;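 note: forskolin and galanin both at EC90 stimulate the cells; cAMP rise reported by CNG channel membrane potential dye signal; 0% = forskolin plus galanin with DMSO and 100% = forskolin alone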
Target sequence (O60755 1-299 limits assumed): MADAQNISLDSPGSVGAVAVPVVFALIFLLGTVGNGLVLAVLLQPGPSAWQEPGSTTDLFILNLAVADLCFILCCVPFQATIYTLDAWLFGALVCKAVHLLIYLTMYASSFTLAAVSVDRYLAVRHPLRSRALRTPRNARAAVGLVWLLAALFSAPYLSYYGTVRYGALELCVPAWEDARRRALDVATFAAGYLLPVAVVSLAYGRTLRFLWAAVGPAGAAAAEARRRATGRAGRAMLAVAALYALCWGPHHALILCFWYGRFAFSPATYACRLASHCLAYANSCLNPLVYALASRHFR
MEKK2 mut-MEK5: signal of MEK5 binding to mutant human MEKK2 PB1 domain; bead flow cytometry, Alexa488-MEK5 binding to MEKK2 mutant; percent response, % at 10 µM; actives 0.35% (n = 290,000); AID 1530; in the data active = percent response above about 24%, passing the limit was not always enough; note: inactives centre near 1; some results filed as inactive read as strong as hits
GPR7 antagonist: human neuropeptides B/W receptor 1 antagonism | P48145 | GPR7-expressing cells, fluorescence antagonist assay | inhibition, % at 4.4 µM | actives 1.1% (n = 290,000); in the data active = inhibition above about 16%, passing the limit was not always enough;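 note: cells stimulated with the agonist NPW; 0% = agonist with vehicle and 100% = vehicle without agonist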
Target sequence (P48145 whole entry, looked up): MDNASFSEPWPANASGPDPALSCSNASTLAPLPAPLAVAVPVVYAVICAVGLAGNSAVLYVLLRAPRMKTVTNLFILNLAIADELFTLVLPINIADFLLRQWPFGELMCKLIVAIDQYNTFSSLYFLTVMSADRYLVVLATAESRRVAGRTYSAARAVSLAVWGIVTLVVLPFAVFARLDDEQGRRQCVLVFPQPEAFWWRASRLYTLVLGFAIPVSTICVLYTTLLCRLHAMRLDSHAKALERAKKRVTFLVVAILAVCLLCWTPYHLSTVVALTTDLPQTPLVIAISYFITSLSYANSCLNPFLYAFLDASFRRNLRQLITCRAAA
OXTR potentiator: potentiates the human oxytocin receptor response | P30559 | CHO-OTR cells, Fluo-8 calcium fluorescence, potentiator mode; 0% = oxytocin EC15, 100% = EC100 | activation, % at 3 µM | actives 0.061% (n = 320,000);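 active = activation above that plate's cutoff, the mean activation of tested compounds plus 3 SD, cut at about 6.6% in these data, passing the limit was not always enough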;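 note: 100% uses oxytocin at 75 nM as the full agonist control; some results filed as inactive read as strong as hits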
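Assay system: CHO cell line stably expressing human OTR. Reagent: EC15 oxytocin agonist. Dosing: single dose, 3.0 µM nominal final compound concentration. Timing: compound 6 min at room temperature before oxytocin, 100 s read. Signal: kinetic Fluo-8 calcium fluorescence. Controls: oxytocin EC15 low and EC100 high.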
NALP1 inh: inhibitors of NALP1 inflammasome in yeast; AID 2071; S. cerevisiae NALP1/ASC/caspase-1 growth, X-gal OD620, 72 h; inhibition, % at 10 µM; actives 0.61% (n = 280,000); in the data active = inhibition mostly above about 24%, no sharp cut-off; inactive = mostly below about 32%; note: some compounds called inactive have numbers as strong as hits
MEKK2wt PB1 HTS: raises or lowers MEK5 binding to wildtype human MEKK2 PB1 domain; Q9Y2U5; binding response (% of control), % at 10 µM; actives 1.1% (n = 290,000); bead flow cytometry, Alexa488-MEK5 binding to MEKK2 WT; actives lie on both sides; AID 1531; in the data active = binding response below about 67% or above about 130%
The depositor's hits bear a star; . = no result given; & = joins results of further samples.

The line under a structure holds: M18AAP inhibitor, OXTR ag, V1R ag counter, GalR3 antagonist, MEKK2 mut-MEK5, GPR7 antagonist, OXTR potentiator, NALP1 inh, MEKK2wt PB1 HTS
NS(=O)(=O)c1ccc(NC(=O)COC(=O)c2c3c(nc4ccccc24)/C(=C\c2ccc4c(c2)OCO4)CCC3)cc1
    8.9, 3.6, 11.0, -1.3, 0.0, 13.3, -1.2, 25.5, 96.0
CCC(CCCO)CCC[C@H](C)CCC1OCCO1 (some centres not stated)
    ., -0.1, 0.4, -7.0, ., ., 0.7, ., .
COc1cc(/C=C/C(=O)OCC(=O)NCCC2=CCCCC2)ccc1O
    9.3, 0.3, 3.0, -0.5, 2.0, -8.1, -0.9, -6.1, 102.0
OCCC1CN(Cc2cc3c(cc2Cl)OCO3)CCN1Cc1ccccc1 (configuration not stated)
    1.2, 1.2, 1.1, -1.7, 9.0, -16.2, -6.8, 11.1, 103.0
CCOC(=O)N1CCN(C(=O)c2cc(COc3ccc(F)cc3F)on2)CC1
    4.0, -0.3, 2.0, -3.1, 7.0, -7.9, -14.8, -1.7, 111.0
COc1ccccc1NC(=O)CCN1CCN(Cc2ccccc2)CC1
    -5.7, -0.1, 0.5, -4.2, 3.0, 12.1, -3.5, 46.4, 106.0
Cc1nnc2ccc(N3CCOCC3)nn12
    1.6, 2.4, 0.4, -2.0, 0.0, -3.5, -0.1, 22.6, 98.0
CC1CN(C(=O)CCN2C(=O)c3ccccc3C2=O)CC(C)O1 (configuration not stated)
    -9.1, -0.4, -0.3, -3.9, 3.0, 3.5, -3.9, 3.4, 101.0
O=C(NCCN1CCCC1)C1CCC(=O)N(CCCN2CCOCC2)C1 (configuration not stated)
    -4.5, -0.3, 1.1, -0.1, -2.0, -7.2, -13.9, 10.5, 102.0
Cc1ccc(S(=O)(=O)Nc2ccccc2C(=O)NCC2CCCO2)cc1 (configuration not stated)
    -3.8, -0.5, 0.0, -2.3, 12.0, -9.1, -5.1, 4.3, 112.0
CCCCn1c(N)c(N(CC)C(=O)CCc2ccccc2)c(=O)[nH]c1=O
    -7.8, -0.1, 0.6, -7.4, -2.0, -5.0, -0.2, ., 97.0
c1ccc2[nH]c(SCc3cn4ccccc4n3)nc2c1
    3.8, -0.8, 1.0, 3.1, -2.0, -12.5, -10.9, -0.7, 98.0
CN(C(=O)CSc1ncnc2sccc12)c1c(N)n(Cc2ccccc2)c(=O)[nH]c1=O
    6.3, 1.3, -0.1, -5.0, -1.0, -9.7, -6.3, -1.0, 107.0
c1ccc(-c2noc(CSc3nnnn3C3CCCCC3)n2)cc1
    -7.6, -0.6, 2.8, -2.2, 0.0, -11.6, 0.5, 1.9, 94.0
COc1ccc(CCNC2CC(=O)N(N(C)C)C2=O)cc1OC (configuration not stated)
    1.8, 0.7, 1.0, -2.9, -2.0, -8.7, 3.8, -7.8, 94.0
N=c1c[n+](N2CCOCC2)[n-]o1
    -4.5, 2.0&1.6, 0.2&1.5, ., 2.0&3.0, -18.3, -2.6&3.2, 21.0, 101.0&109.0
CSCC(=O)NS(=O)(=O)c1ccc(C)cc1
    0.8, 1.1, 1.7, -4.1, 2.0, -0.7, 6.5, 17.6, 98.0
O=C(CSc1nc(-c2ccco2)cc(C(F)(F)F)n1)N1CCSCC1
    -1.5, -1.6, -0.4, -2.5, 3.0, -4.6, -11.4, 12.2, 108.0
O=C(c1cc2ccccc2o1)N1CC=C(c2ccccc2)CC1
    -10.9, -4.1, -0.5, -5.3, 5.0, -13.6, -1.0, 21.0, 104.0
CCC(C)NS(=O)(=O)c1ccc(NC(=O)c2ccc([N+](=O)[O-])cc2Cl)cc1 (configuration not stated)
    -5.8, 4.2, 7.7, -3.1, 9.0, 19.6, -8.6, 23.8, 117.0

Overlap with the part before: 3 entries; new compounds follow.
The line under a structure holds: M18AAP inhibitor, OXTR ag, V1R ag counter, GalR3 antagonist, MEKK2 mut-MEK5, GPR7 antagonist, OXTR potentiator, NALP1 inh, MEKK2wt PB1 HTS
O=C(CSc1nc(-c2ccco2)cc(C(F)(F)F)n1)N1CCSCC1
    -1.5, -1.6, -0.4, -2.5, 3.0, -4.6, -11.4, 12.2, 108.0
O=C(c1cc2ccccc2o1)N1CC=C(c2ccccc2)CC1
    -10.9, -4.1, -0.5, -5.3, 5.0, -13.6, -1.0, 21.0, 104.0
CCC(C)NS(=O)(=O)c1ccc(NC(=O)c2ccc([N+](=O)[O-])cc2Cl)cc1 (configuration not stated)
    -5.8, 4.2, 7.7, -3.1, 9.0, 19.6, -8.6, 23.8, 117.0
Cc1ccc(C(=O)NCCc2nnc3ccc(SCC(=O)Nc4c(C)cc(C)cc4C)nn23)cc1
    -7.2, -2.2, 0.4, 5.6, 1.0, -11.0, 8.3, 39.0, 108.0
CCc1cccc(NC(=O)CN2C(=O)NC3(CCCCCCC3)C2=O)c1
    1.5, 0.2, 0.3, -2.8, -3.0, 8.5, -1.1, -18.7, 96.0
CN(C(=O)c1cn2ccccc2n1)c1c(N)n(Cc2ccccc2)c(=O)[nH]c1=O
    ., 0.5, -0.1, -3.4, ., ., 0.4, ., .
Cc1occc1-c1nnc(SCC(=O)N2CCOCC2)n1CC(C)C
    -3.1, -0.8, 0.4, -2.9, 0.0, -9.2, -3.5, 18.7, 101.0
O=C(c1ccco1)N1CCN(C(=O)c2cnn(-c3cccc(F)c3)c2C2CCNCC2)CC1
    0.7, -1.2, 0.3, -2.4, 6.0, -7.3, 0.3, -7.6, 104.0
COc1ccc(OC)c(NC(=O)CCN2CCN(C/C=C/c3ccccc3)CC2)c1
    -3.2, 0.5, -0.4, -6.8, 4.0, -9.2, 1.7, 27.6, 111.0
CCC(Sc1ccc2nnc(-c3ccc(OC)c(OC)c3)n2n1)C(=O)O (configuration not stated)
    -1.5, 0.7, 0.2, -7.4, -6.0, -8.4, -5.0, 8.1, 90.0
CN(C)S(=O)(=O)c1cccc(NC(=O)c2ccc(N3CCOCC3)c([N+](=O)[O-])c2)c1
    3.7, 7.6, 4.8, -1.6, -4.0, 7.5, -8.3, 17.9, 89.0
Cc1ccc(S(=O)(=O)NC(=O)c2cc(C)n(CCCn3ccnc3)c2C)cc1
    1.1, 1.5, 1.3, 2.1, 8.0, -2.4, -1.0, 12.8, 110.0
CC(C)NC(=O)N(C)C[C@@H]1Oc2c(NS(=O)(=O)c3ccccc3)cccc2C(=O)N([C@@H](C)CO)C[C@@H]1C
    ., 1.0, 1.2, -4.2, ., ., -3.1, ., .
Cc1[nH]c2ccc(C(=O)NCCCN3CCCCC3)cc2c1C
    3.2, -0.1, 0.9, -1.4, 11.0, -13.1, -6.1, -0.7, 132.0
Cc1cc(C)n(S(=O)(=O)c2ccc(Cl)c(Cl)c2Cl)n1
    7.3, -2.3, -1.3, -2.9, -2.0, -8.5, -3.0, 32.1, 99.0
Cc1nc2ccccc2c(=O)n1NC(=O)c1ccc([N+](=O)[O-])cc1
    -6.1, -0.9, 0.4, -4.0, -2.0, 2.2, -5.3, 10.0, 104.0
CC1(c2ccccc2)NC(=O)N(CC(=O)Nc2ccccc2C(=O)NC2CC2)C1=O (configuration not stated)
    -9.3, 1.1, 0.4, -0.5, 3.0, -3.3, 1.3, 2.5, 106.0
O=C(CSC(=S)N1CCCC1)N1CCN(S(=O)(=O)c2cccc(F)c2)CC1
    ., -1.4, -0.7, -4.2, ., ., -3.9, ., .
O=C(c1cc[n+]([O-])cc1)N1CCCC(N2CCN(c3cccc(C(F)(F)F)c3)CC2)C1 (configuration not stated)
    -0.8, -0.9, -0.2, -2.4, 7.0, -7.0, -6.8, 26.5, 104.0
CNc1ncc(C(=O)c2ccc(Cl)cc2)s1
    1.9, 1.9, 2.1, -6.3, -6.0, 2.6, 3.8, 11.0, 96.0
CCc1ccc(/C=C2\SC(=S)N(CCCC(=O)Nc3ccccn3)C2=O)cc1
    4.3, 1.0, 0.6, -0.9, 5.0, -12.3, -25.5, -9.2, 102.0
CCN(CC)C(=O)C1CCCN(Cc2ccccc2F)C1 (configuration not stated)
    2.9, 0.1, -0.6, 1.3, 2.0, -2.6, -1.5, 0.1, 99.0
CCn1c(SCC(=O)Nc2ccc(C(C)=O)cc2)nc2nc3c(cc2c1=O)COC(C)(C)C3
    0.7, 0.2, 0.6, -5.1, -5.0, -5.5, 1.5, -0.3, 95.0

The line under a structure holds: M18AAP inhibitor, OXTR ag, V1R ag counter, GalR3 antagonist, MEKK2 mut-MEK5, GPR7 antagonist, OXTR potentiator, NALP1 inh, MEKK2wt PB1 HTS
CC1(C)CC(=O)C2=C(C1)OC(N)=C(C#N)[C@@H]2c1ccccc1[N+](=O)[O-]
    29.0*, 2.9, 3.4, 2.7, -3.0, -1.9, -0.3, 6.8, 89.0
CCc1ccc(NC(=O)Nc2ccon2)cc1
    5.5, 1.2, 0.3, -2.5, 3.0, -17.9, -1.3, 15.2, 102.0
C[C@H](CO)N1C[C@H](C)[C@@H](CN(C)C(=O)Nc2ccc(C(F)(F)F)cc2)Oc2ccc(NC(=O)C3CC3)cc2C1=O
    ., 0.2, 0.4, -4.4, ., ., 3.0, ., .
CC1=C(C(=O)Nc2ccccc2)C(c2ccco2)NC(=S)N1 (configuration not stated)
    4.8, 0.6, 0.8, -5.4, 15.0, -6.5, -2.2, -2.3, 107.0
CN(c1nc2c(c(=O)n(C)c(=O)n2C)n1CC(=O)c1ccccc1)C1CCCCC1
    -2.8, -2.8, -1.6, 7.7, 1.0, -10.1, 1.9, 0.3, 96.0
CSCC[C@H](NC(=O)OCc1ccccc1)C(=O)O
    5.4, 1.2, 0.2, -7.4, -2.0, -12.7, -2.9, 30.6, 97.0
CCOC(=O)c1cc(NC(=O)c2cccnc2)ccc1N1CCOCC1
    1.8, 0.2, -0.1, 2.4, -7.0, -6.4, -4.9, 24.4, 93.0
CC(=O)Nc1ccc(S(=O)(=O)NCc2ccc(C)cc2)cc1
    4.9, 5.8, 4.6, 1.0, 7.0, -14.2, -16.5, 33.6, 122.0
COc1ccccc1-n1cc(C(=O)NCC(=O)N2CCN(c3ccccn3)CC2)c2ccccc2c1=O
    1.4, -1.3, 0.3, 5.0, 0.0, -6.3, -3.7, -15.3, 101.0
O=C(CSc1ncn[nH]1)Nc1ccccc1Sc1ccc(Cl)cc1
    3.7, 2.1, 3.8, -4.2, 6.0, 6.8, -5.3, 5.4, 109.0
CCOC(=O)c1cnn2c(C)cc(-c3ccccc3)nc12
    -3.0, -1.8, -0.8, -4.3, 1.0, -4.9, 1.3, 9.9, 99.0
